Assay outcomes deposited in PubChem by National Center for Advancing Translational Sciences (NCATS).
IL2 activator = activators of IL-2. activation, % (series mostly up to about 46 µM). IL-2 activation reporter assay, cell-based qHTS; stimulated with anti-CD3/CD4/CD28 beads; in transgenic mouse T cells. actives 0.065% (n = 360,000). AID 652025; in the data active = activation above about 50%; inconclusive = mostly about 30% to 49%; also: 0% is about no effect
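Readout: EGFP and DsRed signals by fluorescent plate cytometry. Unstimulated transgenic mouse T cells received compound 60 min before antibody-bead stimulation, then incubated 18 h at 37 degrees C.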
PI5P4Ka inh = inhibitors of human PI5P4K alpha | max response, % | P48426 | actives 1.2% (n = 330,000) | AID 652105 | PI5P4Kalpha enzyme, ADP-Glo luminescence, 60 min; hits give low values; active = max response of -50% or lower; inconclusive = between -30% and -50%; inactive = -30% or higher; also: value at the top dose of about 77 µM; % is scaled to controls: 0 for no effect and ±100 for the full control effect
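Human PI5P4Kalpha with substrate in 0.038 M HEPES pH 7.4, 0.28 mM EGTA, 0.1% CHAPS, 5% DMSO; reaction started with 5 microM ATP (final), 60 min at room temperature. ADP formed read by ADP-Glo luminescence.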
WRN helicase inh = blocks human WRN helicase; Q14191; WRN helicase unwinding, fluorescent forked duplex, kinetic; Potency, µM (highest dose often 114 µM), for inactives: at the highest dose activity change, negative = inhibition, usual class: inhibitors; actives 0.46% (n = 360,000); AID 651768; also: potency is read from the fitted curve at half-maximal effect; % is scaled to controls: 0 for no effect and ±100 for the full control effect; nearly all actives have a fitted effect of over 55% in size
Target sequence (Q14191 whole entry, looked up): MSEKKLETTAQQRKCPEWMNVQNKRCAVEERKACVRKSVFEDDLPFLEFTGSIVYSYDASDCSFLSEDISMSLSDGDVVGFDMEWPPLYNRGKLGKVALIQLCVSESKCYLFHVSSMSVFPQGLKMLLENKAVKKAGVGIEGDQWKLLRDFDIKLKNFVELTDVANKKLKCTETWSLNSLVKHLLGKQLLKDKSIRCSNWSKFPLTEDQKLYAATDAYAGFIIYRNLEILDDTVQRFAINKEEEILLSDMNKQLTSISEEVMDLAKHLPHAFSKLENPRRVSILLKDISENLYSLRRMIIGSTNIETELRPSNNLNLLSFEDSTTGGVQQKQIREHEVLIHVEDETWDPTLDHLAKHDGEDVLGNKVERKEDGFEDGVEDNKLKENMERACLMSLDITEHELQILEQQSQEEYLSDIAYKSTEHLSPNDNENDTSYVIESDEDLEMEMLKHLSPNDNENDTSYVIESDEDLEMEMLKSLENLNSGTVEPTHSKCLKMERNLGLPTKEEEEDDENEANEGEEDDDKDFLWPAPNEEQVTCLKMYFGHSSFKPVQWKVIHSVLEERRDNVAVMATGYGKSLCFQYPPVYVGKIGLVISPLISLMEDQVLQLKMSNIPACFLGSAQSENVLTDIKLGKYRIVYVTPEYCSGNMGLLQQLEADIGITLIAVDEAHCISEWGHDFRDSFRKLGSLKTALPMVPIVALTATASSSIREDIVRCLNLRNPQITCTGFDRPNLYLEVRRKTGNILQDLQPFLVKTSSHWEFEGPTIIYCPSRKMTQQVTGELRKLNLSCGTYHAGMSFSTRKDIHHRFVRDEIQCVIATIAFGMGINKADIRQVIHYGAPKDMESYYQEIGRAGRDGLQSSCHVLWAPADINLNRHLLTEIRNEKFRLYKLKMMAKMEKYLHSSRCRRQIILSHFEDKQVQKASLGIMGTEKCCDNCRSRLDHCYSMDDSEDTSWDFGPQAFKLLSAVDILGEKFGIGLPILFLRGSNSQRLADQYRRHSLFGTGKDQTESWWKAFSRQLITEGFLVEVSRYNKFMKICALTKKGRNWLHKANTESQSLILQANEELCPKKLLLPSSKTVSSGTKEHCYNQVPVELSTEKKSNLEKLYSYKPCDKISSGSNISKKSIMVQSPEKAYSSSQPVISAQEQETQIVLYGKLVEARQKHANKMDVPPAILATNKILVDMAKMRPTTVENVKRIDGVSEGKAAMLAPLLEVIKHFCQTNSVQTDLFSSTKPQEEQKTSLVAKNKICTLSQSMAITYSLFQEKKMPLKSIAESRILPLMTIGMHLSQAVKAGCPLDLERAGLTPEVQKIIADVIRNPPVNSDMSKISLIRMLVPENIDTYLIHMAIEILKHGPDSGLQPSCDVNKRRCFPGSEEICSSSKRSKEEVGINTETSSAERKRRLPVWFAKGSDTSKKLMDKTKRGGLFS
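Screening of the MLSMR collection measured strand separation of a quenched forked DNA duplex (100 nM) by 20 nM WRN with 2 mM ATP, all final. Compounds were preincubated with enzyme 15 min at room temperature.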
D3 antag = D3 dopamine receptor (human) antagonism; P35462; D3R cells, DiscoveRx beta-arrestin luminescence, antagonist mode; hits give low values; max response, negative = inhibition, %; actives 2.5% (n = 360,000); AID 652054; in the data active = max response below about -50%; inconclusive = no clear call, values can overlap the other calls; also: % is scaled to controls: 0 for no effect and ±100 for the full control effect; mostly tested at two doses, the higher about 12 µM
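Cells expressing the human receptor were seeded at 1500 cells/well, incubated overnight at 37 degrees C in 5% CO2, then exposed to library compounds with dopamine controls for 90 minutes at 37 degrees C before luminescent detection.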
GLP1R cytotox = cytotoxicity in counter-screen for GLP-1R inverse agonists | HEK293 cAMP-luciferase reporter cells, luminescence, 24 h | Potency, µM (highest dose often 38.3 µM), inactives show top-dose activity change, negative = inhibition, usual class: inhibitors | actives 0.13% (n = 410,000);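 also: loss of luciferase light is scored as toxicity; potency is read from the fitted curve at half-maximal effect; % is scaled to controls: 0 for no effect and ±100 for the full control effect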
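A 23 nL compound transfer followed 12 hours of cell culture at 37 deg C; exposure then lasted 24 hr. Luciferase assay detection reagent was dispensed and plates read for luminescence after a 12 min room-temperature wait.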
DRD3 agonist = activates the human D3 dopamine receptor. P35462. D3R DiscoveRx beta-arrestin cells, luminescence, 90 min. max activation, %. actives 0.58% (n = 410,000). AID 652048; in the data active = max activation above about 30%; also: 0% is about no effect; mostly tested at two doses, the higher about 12 µM
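Agonist mode: compounds and dopamine controls were applied to plated cells for 90 min at 37 degrees C after an overnight attachment at 1500 cells/well. Luminescent read-out followed 30 - 60 minutes at room temperature with DiscoveRx detection reagent.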
GLP-1R inv ag = inverse agonists of human GLP-1 receptor. P43220. Potency, µM (series often up to 38.3 µM), for inactives: at the highest dose activity change, negative = inhibition, most hits filed as inhibitors. actives 1.6% (n = 410,000). HEK293 GLP-1R CRE-luciferase, luminescence, 24 h; GLP-1R form is constitutively active; also: potency is read from the fitted curve at half-maximal effect; % is scaled to controls: 0 for no effect and ±100 for the full control effect; nearly all actives have a fitted effect of over 55% in size
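Assay principle: reduced luminescence from a cAMP-responsive reporter in HEK293 cells co-expressing a constitutively active GLP-1R. Conditions: 24 hr compound incubation, 37 deg C, 5% CO2.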
GLP-1R agonist = GLP-1 receptor (human) agonism. HEK293 GLP-1R CRE-luciferase, luminescence, 4-6 h; cells express a hypersensitive GLP-1R form. P43220. actives 0.007% (n = 380,000). Potency, µM (series often up to 45.6 µM), without a hit: at the top dose activation, most hits filed as activators; also: potency is read from the fitted curve at half-maximal effect; % of control where 0% means no effect
PLK1 PBD block = inhibitors of human PLK1 polo-box domain binding | Plk1 PBD binding of FITC phosphopeptide, fluorescence polarization | P53350 | actives 2.8% (n = 360,000) | Potency, µM, inactives show max response, negative = inhibition, actives largely listed as inhibitors | AID 720504; also: potency is read from the fitted curve at half-maximal effect; series mostly up to about 57 µM; % is scaled to controls: 0 for no effect and ±100 for the full control effect; nearly all actives have a fitted effect of over 65% in size
Active calls of the source: *; ? = inconclusive; / = no result given; & = joins results of further samples; [ ] = dose if it differs, or a comment. Unless noted, calls follow the shape of the dose curve; as a rule, active = well fitted curve in the direction sought with a large enough effect; inconclusive = small, poorly fitted or top-dose-only effect, or another doubt; inactive = no such curve, though single readings can be large; an effect the other way counts as inactive or inconclusive. Not a hit list; about 7.8% have a hit in one of these screens.

The opening 9 compounds, to show the layout:
Order of results: IL2 activator	PI5P4Ka inh	WRN helicase inh	D3 antag	GLP1R cytotox	DRD3 agonist	GLP-1R inv ag	GLP-1R agonist	PLK1 PBD block
(1) O=C(O)c1ccc(N=Nc2c(O)[nH]c3cc(Cl)ccc23)cc1
 : 0.0	?	-9%	13	30%	14	43%[activator]	5%	-5%
(2) Cc1ccccc1OCCCN1C(=O)C(=O)c2cccc(C)c21
 : -4.3	-25	-19%	-19	4%	-16	-17%	0%	?
(3) COc1ccc(OC)c(-c2cc(C(=O)N3CCc4ccccc4C3)no2)c1
 : -1.9	/	-12%	23	10%	19	0%	?	-8%
(4) NNC(=O)Cn1nc(Cc2ccccc2)n(N)c1=O
 : 0.7	-4	5%	1	-2%	4	0%	-27%	2%
(5) CCOc1ccc(NC(=O)CN(C)C(=O)c2ccccc2OCc2cccc(C)c2)cc1OCC
 : -2.7	11	?	32	-4%	-6	?	3%	-13%
(6) CCN(CC)CCNC(=S)Nc1ccc(F)cc1
 : 0.0	-4	1%	-6	-13%	-23	-18%	2%	5%
(7) CCc1ccc(/C=N/n2c(COc3ccccc3)n[nH]c2=S)cc1
 : -0.2	3	-3%	-14	-5%	-5	?	5%	?
(8) Cc1cc(=O)oc2cc(OCC(=O)N3CCN(C(=O)C4COc5ccccc5O4)CC3)c(Cl)cc12 (centres undefined)
 : -1.1	7	-6%	2	0%	6	-9%	-1%	-3%
(9) CC1(C)CC(NC(=S)NCc2ccco2)CC(C)(C)N1
 : 0.5	-1	-4%	-18	4%	-3	-1%	-2%	-1%

The listing, previewed entries included:
Order of results: IL2 activator	PI5P4Ka inh	WRN helicase inh	D3 antag	GLP1R cytotox	DRD3 agonist	GLP-1R inv ag	GLP-1R agonist	PLK1 PBD block
(1) O=C(O)c1ccc(N=Nc2c(O)[nH]c3cc(Cl)ccc23)cc1
 : 0.0	?	-9%	13	30%	14	43%[activator]	5%	-5%
(2) Cc1ccccc1OCCCN1C(=O)C(=O)c2cccc(C)c21
 : -4.3	-25	-19%	-19	4%	-16	-17%	0%	?
(3) COc1ccc(OC)c(-c2cc(C(=O)N3CCc4ccccc4C3)no2)c1
 : -1.9	/	-12%	23	10%	19	0%	?	-8%
(4) NNC(=O)Cn1nc(Cc2ccccc2)n(N)c1=O
 : 0.7	-4	5%	1	-2%	4	0%	-27%	2%
(5) CCOc1ccc(NC(=O)CN(C)C(=O)c2ccccc2OCc2cccc(C)c2)cc1OCC
 : -2.7	11	?	32	-4%	-6	?	3%	-13%
(6) CCN(CC)CCNC(=S)Nc1ccc(F)cc1
 : 0.0	-4	1%	-6	-13%	-23	-18%	2%	5%
(7) CCc1ccc(/C=N/n2c(COc3ccccc3)n[nH]c2=S)cc1
 : -0.2	3	-3%	-14	-5%	-5	?	5%	?
(8) Cc1cc(=O)oc2cc(OCC(=O)N3CCN(C(=O)C4COc5ccccc5O4)CC3)c(Cl)cc12 (centres undefined)
 : -1.1	7	-6%	2	0%	6	-9%	-1%	-3%
(9) CC1(C)CC(NC(=S)NCc2ccco2)CC(C)(C)N1
 : 0.5	-1	-4%	-18	4%	-3	-1%	-2%	-1%
(10) O=C(CSc1ccc(-c2ccco2)nn1)NCc1ccc(Cl)cc1
 : -0.4	-18	-14%	20	-11%	2	-7%	0%	-14%
(11) CCCCc1ccc(NC(=O)CSc2nc(=O)n(CCN(C)C)c3c2CCC3)cc1
 : 1.6	0	-10%	16	2%	-9	?	-8%	-1%
(12) CC1(C)CC(=O)c2c(Cc3ccccc3)noc2C1
 : 1.3	2	11%	3	0%[0.307 µM]	4	-10%[0.307 µM]	20%	-4%
(13) CC1=NNC(=O)C1C(c1cccc(O)c1)C(C#N)C#N (centres undefined)
 : 0.5	-2	-2%	7	1%	3	1%	-3%	-7%
(14) O=C(O)c1ccc2c(c1)C(=O)N(c1ccc(C(=O)OCC(=O)c3ccccc3)cc1)C2=O
 : -0.7	-24	3%	-21	-11%	4	0%	0%	-26%
(15) Cc1nc(SCC(=O)NCc2ccco2)c2c(C)c(C)sc2n1
 : 3.3	3	-21%	33	-13%	7	-28%	19%	-19%
(16) O=C(Cn1nc(C(=O)O)c2ccccc2c1=O)Nc1nc(-c2ccccc2)cs1
 : -0.8	6	-2%	10	-33%	3	-5%	10%	-8%
(17) COc1ccc(C(=O)COC(=O)C(CCSC)NC(=O)COc2ccccc2)cc1 (centres undefined)
 : -3.1	9	-6%	4	10%	8	10%	0%	0%
(18) CCOC(=O)N1CCN(C(=O)c2ccccc2Oc2ccccc2)CC1
 : -3.4	-4	-29%[57.1 µM]	-5	-6%	-9	-14%	21%	-12%
(19) CCn1c2ccccc2c2cc(CN3CCN(C(=O)c4ccco4)CC3)ccc21
 : 0.5	-6	-22%	52	-32%	2	?	-1%	-3%
(20) CC(C)=C(NC(=O)c1ccccc1)C(=O)NCCCC(=O)O
 : -2.6	/	-3%[57.1 µM]	-16	13%	-7	5%	-1%	-5%
(21) Cc1ccc(-c2nc3n(n2)Cc2ccccc2-3)cc1
 : -0.6	-20	?	?	4%	-5	?	-32%[inhibitor]	-19%
(22) CC(C)CC(=O)N1CCN(Cc2ccccc2Cl)CC1
 : -1.0	-1	-3%	11	2%	3	-7%	2%	-4%
(23) O=C(Nc1ccc2oc(-c3ccncc3)nc2c1)c1ccc2c(c1)OCCO2
 : 3.5	-8	-27%	8	-3%	-2	11%	7%	8%
(24) COc1ccc(Nc2nc(N)nc(CSCCO)n2)cc1
 : 0.2	6	2%	10	0%	0	37%[activator]	1%	-2%
(25) CCOC(=O)C1=NNC(C(=O)O)C1c1ccccc1 (centres undefined)
 : -5.7	1	8%	6	80%[activator]	-2	13%	4%	-13%
(26) CCCN(CC1CC1)C(=O)CSc1nnc(-c2cc(-c3cccs3)nc3ccccc23)o1
 : -0.1	-1	2%	27	-5%	9	?	-11%	-7%
(27) COc1cc(NC(=O)C2CC2)c(OC)cc1NC(=O)CCC(=O)NC1CCN(Cc2ccccc2)CC1
 : 0.5	6	-11%	-2	12%[7.66 µM]	-5	14%[7.66 µM]	2%	-28%
(28) CNS(=O)(=O)c1cccc(C(=O)Nc2cccc(Cl)c2)c1
 : -4.3	0	-8%	?	8%	-7	?	-1%	-16%
(29) CCc1ccc(OCC2Cn3c(nc4c3c(=O)[nH]c(=O)n4C)O2)cc1 (centres undefined)
 : 0.3	3	5%	-11	5%	1	4%	6%	-4%
(30) Cc1csc(N(C)C(=O)CSc2nnc(COc3ccccc3C)o2)n1
 : -3.2	/	-12%	-5	9%	-5	-20%	-4%	-8%
(31) COC(=O)CCn1nc(-c2ccc(C)cc2)c2ccccc2c1=O
 : 0.5	-6	1%	-5	1%	-5	-11%	16%	-4%
(32) COc1ccc(N2CCN(C(=O)COCc3cc(-c4ccc5c(c4)OCO5)on3)CC2)cc1
 : -2.9	-13	6%	-10	-6%&1%	2&9	2%&16%	3%	-15%
(33) OC(c1ccc(F)cc1)c1nc(-c2cccc(C(F)(F)F)c2)cs1 (centres undefined)
 : 0.4	10	-7%	20	-11%	7	?	7%	-5%
(34) Nc1ccccc1OCCOCCOCCOc1ccccc1N
 : -2.7	6	6%	-9	-2%	-6	-13%	7%	-5%
(35) CN1CCC(=NNC(=O)C(=O)Nc2cccc(Br)c2)CC1
 : -0.3	-21	1%	2	-1%[7.66 µM]	4	-12%[7.66 µM]	0%	12µM*
(36) CCOc1cc(C(=S)N2CCOCC2)ccc1OC(=O)c1ccc(C)cc1
 : 0.4	7	-1%	-11	-3%	3	-33%	-8%	-20%
(37) CCOc1ccc(NS(=O)(=O)c2ccc(C)c(C(N)=O)c2)cc1
 : -0.4	-2	0%	2	23%	7	-13%	-5%	1%
(38) CC(C)c1ccc(NC2CCCN(C(=O)CCN3CCCC3=O)C2)cc1 (centres undefined)
 : 3.7	-8	-3%	0	6%	4	-18%	-2%	3%
(39) COC1=C(OC)C(=O)C(Sc2ccc3ccccc3c2)=CC1=O
 : -6.3	-91*	20µM*	-62*	?	-28	?	-4%	0.75µM*
(40) Cc1cc(C)cc(C(=O)N(c2ccccn2)C(C)c2ccco2)c1 (centres undefined)
 : 2.9	/	-6%	-25	-5%	8	6%	-6%	-1%
(41) O=C(NCCc1ccccc1)C(=O)NCC1OCCCN1S(=O)(=O)c1cccs1 (centres undefined)
 : -3.3	-17	2%	-15	-9%	1	6%	3%	-16%
(42) COc1cccc(C(=O)NC(=S)Nc2ccc(N3CCCC3)cc2)c1
 : 1.8	-6	-1%	4	?	-8	?	-3%	-10%
(43) S=C(Nc1ccccc1Oc1ccccc1)NC1CCCC1
 : -2.5	-1	4%	9	?	-3	?	-1%	1%
(44) S=C(Nc1ccccc1)NC1CCN(Cc2ccccc2)CC1
 : 0.7	-3	3%	-77*	-3%	-19	?	-2%	-16%
(45) CC(C)=CC(=O)N1CCCC(N2CCN(c3ccccc3C)CC2)C1 (centres undefined)
 : -2.2	2	2%	-11	-1%	-16	34%	-1%	-3%
(46) CC(C)Oc1ccc(CNC(=O)C2CCN(c3nc4ccccc4n(C)c3=O)CC2)cc1
 : /	/	/	/	-3%	-6	10%	0%	/
(47) Cc1ccc(C(=O)CN2C(=O)NC3(CCCCC3C)C2=O)s1 (centres undefined)
 : -0.1	?	5%	-18	14%	-2	-18%	-6%	-14%
(48) CCOC(=O)N1CCN(c2cc(C)c([N+](=O)[O-])cc2F)CC1
 : -4.9	2	-4%	13	-4%	3	-4%	8%	-12%
(49) C=CCN1C(=O)/C(=C\c2ccc(Oc3nc(N4CCOCC4)nc(N4CCOCC4)n3)c(OC)c2)SC1=S
 : 1.7	2	-4%	2	5%	11	0%	0%	-9%
(50) CC(C)OCCCNC(=O)c1c(N)n(/N=C/c2ccccn2)c2nc3ccccc3nc12
 : -4.1	-2	0%	-3	-5%	3	10%	3%	-5%
(51) O=C(COc1c(Cl)cccc1Cl)Nc1ccccc1N1CCCC1
 : 0.0	2	-19%	-9	14%	8	?	-2%	-5%
